# V-ATPase pH – regulators of yeast V-ATPase proton transport | S. cerevisiae, pHLuorin cytosolic pH fluorescence | response, % at 10 µM | 350,000 tested, 0.37% active; in the data active = response mostly above about 7.3%, no sharp cut-off; inactive = mostly below about 5.4%; note: actives read high; inactives centre near 0; some compounds called inactive have numbers as strong as hits; reference of the scale not given here
# Wnt bcat act – activates Wnt/beta-catenin signaling in a reporter cell assay. activation, % at 9.35 µM. activator, plate reader. 300,000 tested, 1.2% active. AID 743398; in the data active = activation above about 30%, passing the limit was not always enough;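 note: 0% = neutral control wells and 100% = positive control wells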
# * = called active by the depositor. This is a subset; the hit share may differ from the screen's.
SMILES,V-ATPase pH,Wnt bcat act
Cc1ccc2c(c1)C1(OCCCO1)C(=O)N2CC(=O)NN,2.3,0.6
CC1=C(C(=O)N2CCOCC2)CC(CC(=O)NCc2cccc3ccccc23)C(=O)N1Cc1ccccc1 (stereo not given),0.1,-1.2
CNC(=S)N1CCC(C(=O)c2ccc(Cl)cc2)CC1,1.1,-1.4
C[C@H](O)[C@@H]1C(=O)N2CCc3ccc(N4CCN(C)CC4)cc3[C@@H]2C[C@@H]1N(C)C(=O)c1ccco1,-0.7,-0.9
C[C@H](CO)N1C[C@H](C)[C@H](CN(C)C(=O)NC2CCCCC2)Oc2cc(-c3cccnc3)ccc2S1(=O)=O,-0.4,-0.7
O=C(O)c1cccc(N2C(=O)C=CC2=O)c1,1.1,-3.5
COc1ccc(OC(=O)N(C)C[C@H]2OCc3cn(nn3)CCCC(=O)N([C@H](C)CO)C[C@@H]2C)cc1,2.0,-2.4
O=C(O)CSc1c(Cl)c(=O)oc2ccc(Cl)cc12,-2.9,-6.4
COc1ccc(CN2C(=O)C(CC(=O)NC3CCCCC3)CC(C(=O)N3CCOCC3)=C2C)cc1 (stereo not given),-1.0,-1.5
CC(NCCCSc1ccccc1)C(O)c1ccc(O)cc1 (stereo not given),-0.2,2.9
Cc1nc(Br)c(Br)n1Cc1ccccc1,1.1,-6.8
O=C1c2ccccc2C2N1CCCN2C(=O)c1sc2ccccc2c1Cl (stereo not given),5.0,-1.5
C[C@H]1COC[C@@H](C/C=C/c2ccccc2)N1c1ccccc1,-1.6,-1.6
COc1ccc2c(c1)CCCO[C@]21O[C@H](CCO)C[C@H](O)[C@H]1O,-2.2,-0.7
CN(C)CCn1c2ccccc2c2nc3ccc([N+](=O)[O-])cc3cc21,6.1,25.8
O=C(NCCO)/C(=C\c1cccc([N+](=O)[O-])c1)NC(=O)c1cccs1,0.7,3.0
COc1ccc(CCNC(=O)c2ccc(F)c(S(=O)(=O)N3CCCCC3)c2)cc1,0.3,0.4
COc1ccc(S(=O)(=O)N2CCC(C(=O)N[C@@H](C)C(=O)N3CCCC3)CC2)cc1,-0.3,-1.0
O=C(O)c1cccc2c1C(=O)c1ccc(N3CCN(Cc4ccc5c(c4)OCO5)CC3)cc1S2(=O)=O,-3.1,-1.4
COc1ccc(CCN(/C=C2\Sc3ccccc3C2=O)C(C)=O)cc1OC,-0.8,7.9
O=C(COC(=O)c1cc(=O)c2ccccc2o1)NCc1ccc(Cl)cc1,0.8,-5.5
CCC12CSc3nc(Cl)ccc3N1C(=O)C(=O)N2C (stereo not given),-0.9,2.6
COc1cc(C)c(CN2CCN(c3ncccn3)CC2)cc1C,4.2,-1.0
COc1ccc(S(=O)(=O)Nc2ccc3c(c2)C(=O)N([C@@H](C)CO)C[C@@H](C)[C@H](CN(C)S(=O)(=O)c2ccc(F)cc2)OCCCC[C@H](C)O3)cc1,1.7,-1.5
N#Cc1ccc(NC(=O)COC(=O)c2cccc(S(=O)(=O)N3CCCC3)c2)cc1,-2.2,-0.5

# 6 entries from above, arranged by the number in Wnt bcat act, rising.
SMILES,V-ATPase pH,Wnt bcat act
O=C(O)CSc1c(Cl)c(=O)oc2ccc(Cl)cc12,-2.9,-6.4
COc1ccc(S(=O)(=O)Nc2ccc3c(c2)C(=O)N([C@@H](C)CO)C[C@@H](C)[C@H](CN(C)S(=O)(=O)c2ccc(F)cc2)OCCCC[C@H](C)O3)cc1,1.7,-1.5
CNC(=S)N1CCC(C(=O)c2ccc(Cl)cc2)CC1,1.1,-1.4
CC1=C(C(=O)N2CCOCC2)CC(CC(=O)NCc2cccc3ccccc23)C(=O)N1Cc1ccccc1 (stereo not given),0.1,-1.2
O=C(NCCO)/C(=C\c1cccc([N+](=O)[O-])c1)NC(=O)c1cccs1,0.7,3.0
CN(C)CCn1c2ccccc2c2nc3ccc([N+](=O)[O-])cc3cc21,6.1,25.8

# Further results.
SMILES,V-ATPase pH,Wnt bcat act
CCn1c(C)cc(C(=O)COC(=O)CNC(=O)c2ccco2)c1C,-1.8,-0.4
CCCc1nc2nc(C)c(NS(=O)(=O)c3ccc(C)c(C)c3)c(=O)n2[nH]1,0.0,-2.6
O=C(NNC(=O)c1ccc[nH]1)Nc1cc(Cl)cc(Cl)c1,0.6,-1.0
COc1cc(C(=O)NNC(=S)NC(=O)c2ccc3c(c2)OCO3)cc(OC)c1OC,-0.8,1.0
Cc1ccc(S(=O)(=O)N2CCC(C(=O)OCC(=O)N(Cc3ccccc3)C(C)C)CC2)cc1C,-1.6,4.9
C[C@H]1CN([C@@H](C)CO)C(=O)CCCn2nncc2CO[C@H]1CN(C)C(=O)Nc1ccnc(N2CCOCC2)c1,0.7,2.7
CCCC#Cc1ccc2c(c1)O[C@@H](CN(C)Cc1ccc3c(c1)OCO3)[C@H](C)CN([C@@H](C)CO)S2(=O)=O,3.4,-0.6
CC1NC(=O)c2cccnc2-n2c1nc1ccccc1c2=O (stereo not given),0.0,-1.1
C[C@@H]1CN([C@@H](C)CO)C(=O)c2cc(N(C)C)ccc2O[C@@H](C)CCCCO[C@@H]1CN(C)Cc1ccc2c(c1)OCO2,-0.6,-4.2
Cc1noc(C)c1NC(=O)N(C)C[C@@H]1OCc2ccccc2-c2c(n(C)c3ccccc23)C(=O)N([C@H](C)CO)C[C@H]1C,-1.6,-0.2
Cc1ccc(Cc2c(-c3ccccc3)nc3cc(C)ccn23)cc1,-2.1,1.2
O=C1OCC/C1=C\NCCCN/C=C1\CCOC1=O,0.5,-6.0
C[C@H]1CN([C@@H](C)CO)C(=O)CCCn2nncc2CO[C@@H]1CN(C)Cc1ccc2c(c1)OCCO2,-3.0,-1.5
CCC[C@H]1CN(c2ccccc2)C(=O)[C@@H]1CC(=O)NC,-0.6,0.2
Cc1ccccc1C(=O)NNS(=O)(=O)c1ccc(F)cc1,-0.8,-2.6
C[C@@H]1CN([C@@H](C)CO)C(=O)c2cc(C#CCN(C)C)cnc2O[C@H]1CN(C)Cc1ccc2c(c1)OCO2,2.6,-2.1
O=C(Cc1ccccc1)NCC(=O)N1CCN(c2ccc(F)cc2)CC1,0.4,-6.7
COc1ccc(C(=O)Nc2ccc3c(c2)OCO3)cc1S(=O)(=O)N1CCOCC1,0.9,-0.8
Cc1ccc(C(=O)Nc2ccccc2C(=O)N2CC(C)OC(C)C2)cc1 (stereo not given),-2.8,-0.9
O=C(CNc1cccc(S(=O)(=O)N2CCCCC2)c1)Nc1ccc(C(F)(F)F)cc1,-0.8,-5.5
O=C(Nc1ccc2ccccc2c1)c1ccccc1Cl,-0.9,43.9*
CC1CN=C(N(C(=S)Nc2ccccc2)c2cccc(C(F)(F)F)c2)S1 (stereo not given),-3.0,11.3
C[C@H](CO)N1C[C@H](C)[C@@H](CN(C)C(=O)c2cccnc2)Oc2ncc(Br)cc2C1=O,0.0,-1.9
CSc1ccccc1NC(=O)CN(C)C(=O)CNC(=O)c1ccc(Oc2ccccc2)cc1,-1.0,2.5
O=C(COc1ccc(Cl)cc1Cl)NC(=S)Nc1ccc(CN2CCOCC2)cc1,-2.4,0.7
SMILES,V-ATPase pH,Wnt bcat act
N#C/C(=C\c1cccnc1)c1nc2ccccc2[nH]1,-4.6,1.0
O=C(COC(=O)c1cccc(-n2cnnn2)c1)c1ccc(F)c(F)c1,0.0,-0.1
Cc1ccc([C@H]2C[C@@H](O)[C@H](n3cc(-c4ccc(F)cc4)nn3)CN2Cc2cccs2)cc1,2.2,0.3
COc1ccc(CCN2CC(C(=O)NCc3cn(C)nc3C)CCC2=O)cc1 (stereo not given),-3.3,-1.3
CCN(CC(=O)Nc1c(F)cccc1F)C(=O)c1ccc2c(c1)C(=O)N(c1ccccc1C)C2=O,-2.2,-1.1
C[C@@H]1CN([C@@H](C)CO)C(=O)c2cc(Br)cnc2O[C@@H]1CN(C)C(=O)C1CCCCC1,-1.9,-1.8
CCOC(=O)c1c(O)c2cc(Cl)ccc2n(CC)c1=O,-2.8,-1.1
CCN(CC)C(=O)C1=C(C)N(CCC2=CCCCC2)C(=O)C(CC(=O)NCCc2ccccn2)C1 (stereo not given),1.0,-1.2
Cc1nc2nc(N)nc(OCc3ccccc3)c2nc1C,0.6,49.8*
Cc1ccc(S(=O)(=O)NC[C@H]2O[C@@H](n3ccc(N)nc3=O)[C@H](O)[C@@H]2O)s1,4.7,-5.9
Cc1cccc(C(=O)C(O)(c2ccccc2)C2CCCCC2=O)c1 (stereo not given),0.3,-5.9
COc1ccc(C(=O)CSc2nc(=O)n3ccc(C)cc3n2)cc1,-1.4,-2.2
CN(C(=O)COC(=O)COc1ccc2ccccc2c1)c1ccccc1,2.6,-1.5
CC12CCC(C(=O)N3CCOCC3)([C@H](Br)C1=O)C2(C)C (stereo not given in full),1.0,5.0
CC1=C(C(=O)N(C)C)CC(CC(=O)NCc2ccco2)C(=O)N1CCC1=CCCCC1 (stereo not given),-4.0,-1.1
Cc1ccc(NS(=O)(=O)c2ccc(-c3coc(C)n3)cc2)c(Cl)c1,-3.5,-5.7
COc1cccc(-n2c(SCC(=O)NC3CC3)nc3ccccc3c2=O)c1,4.6,-5.7
C[C@H]1CN([C@@H](C)CO)C(=O)CCCn2cc(nn2)CO[C@@H]1CN(C)S(=O)(=O)c1ccc2ccccc2c1,-0.1,-2.4
Cn1c(/N=C(\N)c2ccccc2)nc2ccccc21,0.2,3.6
Cc1ccc2nc(COC(=O)c3cccnc3Cl)cc(=O)n2c1,1.8,-1.9
CC(C)CC1C(=O)N(Cc2cn(CC3CCCCC3)nn2)CCS(=O)(=O)N1Cc1ccc(-c2ccncc2)cc1 (stereo not given),0.3,0.5
O=C(C[C@H]1C[C@@H]2c3cc(NS(=O)(=O)c4ccccc4)ccc3O[C@@H]2[C@H](CO)O1)N1CCOCC1,3.5,-2.1
C[C@H]1CN([C@@H](C)CO)S(=O)(=O)c2ccc(Br)cc2O[C@H]1CN(C)C(=O)CCN1CCCCC1,-4.7,-2.1
CCOC(=O)N(C)C[C@H]1OCc2cnnn2CCCC(=O)N([C@@H](C)CO)C[C@@H]1C,-0.2,-1.9
Cc1cccc(NC(=O)c2cc([N+](=O)[O-])ccc2N2CCOCC2)c1C,-1.8,-3.1
SMILES,V-ATPase pH,Wnt bcat act
C[C@H](CO)N1C[C@H](C)[C@H](CN(C)C(=O)Nc2ccc(-c3cccs3)cc2)OCc2cnnn2CCCC1=O,0.7,-1.9
O=C1CSC(=S)N1N=Cc1cccc(OCc2ccccc2)c1,-4.7,-2.8
C[C@H]1CN([C@@H](C)CO)C(=O)CCCn2nncc2CO[C@H]1CN(C)S(=O)(=O)c1ccc(-n2cccn2)cc1,0.1,1.4
Cc1ccccc1C#CC1=CC(=O)CC(C)(C)C1,-0.2,-0.6
COc1ccccc1C(=O)NCCN1CCCC1,1.3,-0.3
NC(=O)c1ccsc1NC(=O)COC(=O)Cc1ccccc1[N+](=O)[O-],-2.2,2.0
COc1ccc([C@H]2C[C@@H](n3cc(C4CC4)nn3)[C@H](O)CN2Cc2cccs2)cc1,-0.8,4.8
CCOc1cccc(Cc2c[nH]c(=O)[nH]c2=O)c1,3.0,-0.1
COCCCNC(=S)N1CCN(c2nc(-c3ccc(Cl)cc3)cs2)CC1,-3.0,-3.2
CCN(Cc1ccccc1)N=Nc1ccccc1,0.3,-4.1
CCC1(C)Cc2c(C#N)c(SC)nc(N3CCOCC3)c2CO1 (stereo not given),5.4,4.7
O=C1c2ccccc2CCC12OC2c1ccncc1 (stereo not given),2.6,1.2
CCN(CC)CCN1CNC(=S)NC1,0.5,-5.5
CC(=NO)c1cc(Br)c2cccc3c2c1CC3,-1.1,-3.8
CC(C)C#Cc1cnc2c(c1)C(=O)N([C@H](C)CO)C[C@@H](C)[C@H](CN(C)C(=O)Nc1ccccc1F)O2,1.9,-1.5
Cn1c(N)c(C(=O)COC(=O)C2Cc3ccccc3CN2S(C)(=O)=O)c(=O)n(C)c1=O (stereo not given),-0.9,-1.1
Cc1ccc(S(=O)(=O)N2Cc3ccccc3CC2C(=O)N(C)C)cc1 (stereo not given),-0.1,-2.6
COC(=O)C1CCN(S(=O)(=O)CCNC(=O)c2ccccc2)CC1,0.5,1.1
COc1ccc(NC(=O)COC(=O)c2ccc(S(=O)(=O)N3CCCCC3)cc2)c(OC)c1,-1.2,0.2
O=C(NCc1ccc(Cl)cc1)N1CCN(C(=O)c2ccccc2)CC1,-0.3,-1.1
O=C(O)c1ccc(S(=O)(=O)NN=Cc2c[nH]c3ccccc23)cc1,1.3,4.8
C[C@H](CO)N1C[C@H](C)[C@@H](CN(C)S(=O)(=O)c2cn(C)cn2)OCc2cnnn2CCCC1=O,-1.3,-2.5
COc1ccc(NC(=O)CN2C(=O)NC(C)(c3ccccc3)C2=O)cn1 (stereo not given),1.2,-1.4
CCCn1c(C)cc(C(=O)CN2C(=O)c3ccccc3S2(=O)=O)c1C,-0.1,-14.4
CC(=O)c1cccc(NC(=O)C(C)Sc2nnc3ccccn23)c1 (stereo not given),-2.9,0.6
CC(C)Oc1ccc2ccccc2c1CNC[C@H]1O[C@@H](n2ccc(N)nc2=O)[C@H](O)[C@@H]1O,-0.1,1.5
COCCNC(=O)C[C@H]1C[C@H]2c3cc(NS(=O)(=O)c4ccc(F)cc4)ccc3O[C@H]2[C@H](CO)O1,-0.1,-0.5
COC(=O)C[C@H]1C[C@@H]2c3cc(NC(=O)Nc4ccc(F)cc4)ccc3O[C@@H]2[C@@H](CO)O1,2.0,-2.3
COc1ccc(S(=O)(=O)N2CCC(C(=O)NCCC(=O)NCc3ccccn3)CC2)cc1,1.4,3.2

# Taken from the entries so far (three entries):
SMILES,V-ATPase pH,Wnt bcat act
Cc1ccc2c(c1)C1(OCCCO1)C(=O)N2CC(=O)NN,2.3,0.6
CC1=C(C(=O)N2CCOCC2)CC(CC(=O)NCc2cccc3ccccc23)C(=O)N1Cc1ccccc1 (stereo not given),0.1,-1.2
CNC(=S)N1CCC(C(=O)c2ccc(Cl)cc2)CC1,1.1,-1.4

# Screening results from PubChem.
